TRPML3 ag – agonists of human TRPML3 channel; Q8TDD5; HEK293 TRPML3-YFP, Fluo-8 calcium fluorescence; 100% = the carbachol control signal; activation, % at 3 µM; 0.29% of 220,000 active;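 active = activation above its plate's cutoff, the mean activation of the plate's test wells plus 3 SD, cut at about 12% in these data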;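 also: 0% = DMSO only wells and 100% = carbachol wells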
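Material: TRPML3-YFP stable HEK293 cells | Dosing: One concentration, 3 µM nominal, 0.3% DMSO | Timing: 125 s total fluorescence read per well | Technique: Fluo-8 calcium dye fluorescence, ex 470-495, em 515-575 nm | Measure: Percent activation from peak-to-basal fluorescence ratio, scaled between DMSO and carbachol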
PPC-1+TRAIL kill – compounds killing PPC-1 cancer cells with TRAIL present (potentiator screen, no TRAIL-free arm) | 0.41% of 220,000 active | cell killing (% activity), % at 4 µM | PPC-1 cells + TRAIL, ATPLite viability luminescence;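 active = cell killing above 50% in the first pass at 4 µM, then a duplicate retest at 5 µM averaging 50% or more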;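 also: plate controls were cells with TRAIL plus DMSO for no effect and medium-only wells lacking cells for full effect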
EP2 mod – EP2 receptor (human) modulation. 0.83% of 260,000 active. AID 940. induction, % at 25 µM. EP2-expressing cells, cAMP HTRF FRET, PGE2 co-stimulation. P43116;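 active = compounds whose cAMP rise, as percent of the full-agonist control response, exceeds 60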;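 also: rat C6 glioma line stably carrying human EP2 under a CMV promoter; the protocol text gives 20 µM as final concentration; 100% = response of wells given 1 µM PGE2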
Target sequence (P43116 whole entry, looked up): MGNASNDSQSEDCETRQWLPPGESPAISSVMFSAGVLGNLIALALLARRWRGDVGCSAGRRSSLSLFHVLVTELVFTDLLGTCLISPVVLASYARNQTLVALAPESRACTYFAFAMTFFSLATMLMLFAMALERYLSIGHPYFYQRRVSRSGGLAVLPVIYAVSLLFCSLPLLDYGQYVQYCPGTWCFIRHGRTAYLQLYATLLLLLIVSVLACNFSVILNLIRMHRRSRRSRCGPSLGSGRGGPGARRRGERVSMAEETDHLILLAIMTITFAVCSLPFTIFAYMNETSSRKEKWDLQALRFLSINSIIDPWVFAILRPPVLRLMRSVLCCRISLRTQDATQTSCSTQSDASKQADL
14-3-3 Bad PPI – disrupts binding of bovine 14-3-3 zeta to phospho-Bad peptide; TR-FRET 14-3-3zeta/Dy647-pBad peptide displacement, 1 h; inhibition, % at 21.7 µM; 0.71% of 220,000 active; AID 781;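 active = inhibition above about 70%, limit read from the data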;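 also: 0% = full 14-3-3 plus peptide FRET controls and 100% = background without 14-3-3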
Target sequence (P63103 whole entry, looked up): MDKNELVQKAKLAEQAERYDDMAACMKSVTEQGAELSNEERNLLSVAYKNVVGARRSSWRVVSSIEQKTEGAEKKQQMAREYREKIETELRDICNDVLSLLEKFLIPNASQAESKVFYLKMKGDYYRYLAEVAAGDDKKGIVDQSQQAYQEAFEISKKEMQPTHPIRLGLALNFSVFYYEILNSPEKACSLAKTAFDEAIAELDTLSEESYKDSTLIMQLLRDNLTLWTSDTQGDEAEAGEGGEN
NPY-Y1 antag – antagonists of human neuropeptide Y receptor Y1; HEK293-CNG Y1 cells, membrane potential fluorescence; NPY at EC95, then isoproterenol; inhibition, % at 3.6 µM; 1% of 200,000 active;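 active = inhibition above the campaign mean inhibition of all tested compounds plus 3 SD, cut at about 20% in these data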;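 also: 0% = DMSO wells given NPY plus isoproterenol and 100% = isoproterenol alone without NPY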
Target sequence (P25929 whole entry, looked up): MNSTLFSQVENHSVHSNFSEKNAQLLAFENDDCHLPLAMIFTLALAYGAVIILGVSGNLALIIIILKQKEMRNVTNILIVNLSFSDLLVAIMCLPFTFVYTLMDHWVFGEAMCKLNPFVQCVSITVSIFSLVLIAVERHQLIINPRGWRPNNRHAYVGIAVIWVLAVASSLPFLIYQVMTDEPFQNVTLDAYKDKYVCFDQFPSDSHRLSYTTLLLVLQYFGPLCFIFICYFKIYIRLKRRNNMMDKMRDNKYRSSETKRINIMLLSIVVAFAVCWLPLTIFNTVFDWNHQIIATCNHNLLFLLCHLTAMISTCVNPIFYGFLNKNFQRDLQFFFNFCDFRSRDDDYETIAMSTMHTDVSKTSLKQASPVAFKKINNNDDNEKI
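Assay system: HEK293 cells with Y1 receptor plus CNG channel | Probe or stimulus: NPY (25 nM), isoproterenol (1 µM), Ro 20-1724 (25 µM) | Timing: Compound incubation 1 h at room temperature, readout 45 min post-stimulation | Measured by: Membrane-potential fluorescent dye readout | Benchmarks: High control isoproterenol alone, low control NPY with isoproterenol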
CHOP inhibitor – CHOP inhibition in unfolded protein response; CHO-K1 CHOP-promoter luciferase, tunicamycin-induced, 15-18 h; inhibition, % at 10 µM; 3.8% of 220,000 active; AID 2732;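 active = compounds that reduced the stress-induced luciferase reporter signal by more than about 70% of percent inhibition, limit read from the data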;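 also: 0% = tunicamycin plus vehicle and 100% = wells without tunicamycin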
NPY1 pot ag – potentiates or activates human NPY-Y1 receptor. P25929. 0.37% of 220,000 active. NPY-Y1 expressing cells, potentiator/agonist activation. activation, % at 3.6 µM; in the data active = activation above about 33%, passing the limit was not always enough;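 also: cells stimulated with NPY at EC10 then isoproterenol at EC100; 0% = low agonist plus stimulus and 100% = saturating agonist plus stimulus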
EP2 antag – inhibitors of human EP2 prostaglandin E2 receptor | P43116 | C6 glioma cells expressing human EP2, cAMP TR-FRET; cells stimulated with saturating PGE2 | inhibition, % at 25 µM | 0.52% of 260,000 active | AID 1422;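 active = percent inhibition above 40 after rounding to a whole number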;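 also: rat C6 glioma host cells with rolipram phosphodiesterase inhibitor present; the protocol text gives 20 µM as final concentration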
zfTRPN1 agonist – zebrafish TRPN1 (NompC) channel agonism; activation, % at 3 µM; 0.18% of 220,000 active; HEK293 zebrafish TRPN1-YFP, Fluo-8 calcium fluorescence; 100% = response to 87 µM carbachol; AID 1424;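 active = activation above its plate's cutoff, the mean activation of test wells on that plate plus 3 SD, cut at about 19% in these data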;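 also: 0% = DMSO alone and 100% = 87 µM carbachol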
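Control set: carbachol 87 µM as high control, DMSO as low control; system: HEK293 stable line with zebrafish TRPN1-YFP; read-out: % activation versus carbachol response; detection: intracellular calcium fluorescence with Fluo-8; doses: single test compound dose, 3 µM nominal, 0.3% DMSO; schedule: dye 1 h 37 °C plus 30 min RT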
Starred values were filed as active, the others as inactive; . = not tested or not shown; & = joins results of further samples; [ ] = dose if it differs, or a comment. Only part of the results is shown, so the mix of outcomes need not match the whole.

SMILES | TRPML3 ag | PPC-1+TRAIL kill | EP2 mod | 14-3-3 Bad PPI | NPY-Y1 antag | CHOP inhibitor | NPY1 pot ag | EP2 antag | zfTRPN1 agonist
Cc1ccc(CN(CC(=O)NCCc2ccccc2)C(=O)CCCC(=O)Nc2cc(C)on2)cc1 | -0.4 | 23 | 1 | -7[fluorescence artefact?] | 17 | 19 | -1 | 10 | -1.9
CCOC(=O)c1cc2c(ccn2C)n1CC(=O)N1CCC(C)CC1 | -0.2 | 21 | 8 | 7 | 7 | 17 | -24 | 0 | 0.5
NC(Cc1ccc(OC(F)F)cc1)C(=O)O (configuration not stated) | 0.5 | -6 | -42 | 0 | . | -11 | -1 | 6 | -1.6
COc1ccc(-c2coc3cc(O)cc(O)c3c2=O)cc1 | 0.1 | 15 | 10&23 | 1 | 0 | -12 | -1 | 18&10 | -1.3
O=C(CN1CCN(S(=O)(=O)c2ccccc2F)CC1)NC1CCCC1 | 0.2 | -6 | 32 | 2 | 2 | 27 | 22 | 13 | 0.3
CCNC(=S)NCCN1CCOCC1 | 0.6 | 8 | -12 | -5[fluorescence artefact?] | 1 | -2 | -8 | 5 | -1.1
CCCCN1C2CCCC1CC(NC(=O)c1ccc(OC)c(OC)c1)C2 (configuration not stated) | 0.4 | 2 | -10 | 35 | 1 | -24 | 3 | 14 | 1.2
CCCCN1Cc2cc(C(=O)c3cc(F)ccc3O)cnc2NC1=O | -1.4 | 18 | 16 | 15[fluorescence artefact?] | 22* | 10 | -33 | 11 | -0.1
CCc1cc2ccc(C)cc2nc1SCC(=O)N1CCN(C(=O)c2ccco2)CC1 | -0.7 | 18 | -12 | 6 | -5 | 21 | -31 | 9 | -0.9
O=C(CSc1ncc(-c2ccc(F)cc2)[nH]1)Nc1cccc(O)c1 | -1.0 | 7 | -27 | . | 2 | 20 | -14 | 13 | -0.6
O=c1nc(/C=C/c2ccc(-c3ccc(F)cc3)o2)cc(C(F)(F)F)[nH]1 | 1.7 | -2 | 39 | -10[fluorescence artefact?] | -5 | 8 | -5 | 16 | 0.8
O=C(Cn1nnc(-c2ccccc2)n1)N1CCN(c2ccc(F)cc2)CC1 | 0.6 | 17 | -24 | -1 | 4 | 14 | 17 | 5 | 0.9
OC1(c2cccnc2)CCN(Cc2nnnn2Cc2ccccc2)CC1 | 0.0 | -6 | -12&7 | -7 | 3 | -15 | -7 | 8&13 | 0.4
COc1ccccc1N1CCN(S(=O)(=O)c2ccc(Cl)s2)CC1 | 11 | 4 | 6 | 14 | -1 | 3 | 8 | 6 | 3.1
CCOC(=O)c1sc(NC(NC(=O)c2ccco2)(C(=O)OC)C(F)(F)F)nc1C (configuration not stated) | -0.8 | 11 | 9 | -3 | 32* | 26 | 2 | 15 | -1.8
CCOC(=O)CC1ON(C)C(=O)N1c1ccc([N+](=O)[O-])cc1 (configuration not stated) | 0.0 | 30 | -4 | -3 | 3 | 35 | 18 | 18 | -0.7
Cn1ccnc1SCc1cc(=O)[nH]c2ccccc12 | 0.3 | -4 | -22 | 1 | -5 | 15 | -4 | 8 | 1.1
CC(C)CC(=O)NC(C)C(c1cccs1)N1CCOCC1 (configuration not stated) | 0.3 | -4 | 5 | 0 | . | 1 | 6 | 9 | 2.0
N#Cc1c(/N=C/c2ccco2)sc2c1CCC2 | 0.8 | 7 | 7 | -5 | -5 | 32 | -11 | 11 | 1.3
N#Cc1c(-c2cccc(Br)c2)cc(-c2cccnc2)nc1N | 0.4 | 29 | 14 | 3[fluorescence artefact?] | 5 | 104* | 17 | 16 | 1.4
O=[N+]([O-])c1c(C(Cl)Cl)nn(-c2ccccc2)c1N1CCOCC1 | -0.2 | 18 | -17 | -8 | 0 | 13 | -5 | 12 | -1.2
Cc1ccc(N2C(=O)c3cccc(Oc4ccc(Cl)cc4)c3C2=O)c(C)c1 | 0.2 | 2 | 30 | -9 | 15 | 12 | -2 | 3 | 2.1
O=C(Cc1cccs1)Nc1nnc(CCc2ccccc2)s1 | -1.4 | 14 | 5 | 5 | -4 | 19 | -19 | 11 | -1.8
Cc1cc(C)c(S(=O)(=O)N(C2=NCCS2)S(=O)(=O)c2c(C)cc(C)cc2C)c(C)c1 | 1.1 | 24 | 71* | 0[fluorescence artefact?] | -1 | 67 | -46 | 16 | -0.8
O=[N+]([O-])c1ccccc1OCCCNCc1ccccc1 | 0.8 | 8 | -21 | 5 | 8 | -8 | 10 | 8 | 0.7
CS(=O)(=O)c1sc2nc(-c3ccccc3)cc(-c3ccccc3)c2c1N | 0.5 | -1 | 22 | -8[fluorescence artefact?] | -1 | 19 | -29 | 23 | 0.0
CC(=O)N1CCC2(CC1)C(C#N)=C(N)Oc1n[nH]c(CSc3ccc(C)cc3)c12 | -0.4 | 22 | 6 | 7 | 3 | 16 | -17 | 4 | 0.0
CCC(=O)N1CCc2cc(S(=O)(=O)CCC(=O)Nc3ccc(C)c(F)c3)ccc21 | 0.6 | 6 | -68 | -8[fluorescence artefact?] | -3 | 12 | 6 | 16 | -1.5
O=C1CC(c2cccs2)Sc2nc3ccccc3n21 (configuration not stated) | 1.1 | 18 | -10 | 2 | 1 | 20 | 0 | 11 | 1.8
COc1ccc(N2CCN(c3nc4ccccc4nc3NS(=O)(=O)c3ccccc3)CC2)cc1 | 0.4 | -7 | -23 | -14 | -3 | 8 | 12 | 9 | -0.6
O=C(Cn1cncn1)NCc1cc(F)ccc1F | 0.8 | 9 | 16 | -7 | 3 | 22 | 1 | 5 | -2.2
C=CCn1c(=O)c2ccc(C(=O)NCc3ccccc3)cc2n(Cc2cccc(Cl)c2)c1=O | -0.1 | 8 | 50 | 6 | 0 | 18 | -5 | . | -2.2
C=CCNC(=S)NCC | 0.9 | 16 | 17 | -3 | . | 11 | 25 | 10 | 1.4
C=CCn1c(O)c(N=O)c2ccccc21 | -1.2 | 12 | 27 | -1 | . | 2 | 3 | 8 | 3.1
Cc1ccc(OCCC(=O)N2CCN(c3ccc(O)cc3)CC2)cc1 | 0.2 | 9 | -33 | -12 | . | 29 | -5 | 6 | 1.1
CCOc1ccc(Oc2ccc(Cl)cc2N)cc1 | -1.4 | 10 | 28 | -5 | 3 | 58 | 16 | 5 | -1.7
COC(=O)C1=C(N)Oc2cc(C)n(Cc3ccccc3)c(=O)c2C1c1ccccc1 (configuration not stated) | -0.6 | 3 | 17 | -5 | 12 | 12 | 5 | 7 | -1.6
COc1cccc(NC(=O)Cn2c(=O)n(CCCC(=O)NCc3ccco3)c(=O)c3ccccc32)c1 | -0.2 | 18 | -11 | 1 | 1 | -29 | 9 | 7 | -0.7
CS(=O)(=O)N(CC(=O)N1CCc2ccccc2C1)Cc1ccccc1 | 0.4 | 41 | 3 | -9 | 2 | -12 | 2 | 2 | -0.2
CCNC(=O)NC(=O)CSc1ccc(NC(C)=O)cc1 | 0.4 | 15 | 0 | 8 | 3 | -1 | 4 | 17 | 1.1

In the list so far, these contain a CF3 group.
SMILES | TRPML3 ag | PPC-1+TRAIL kill | EP2 mod | 14-3-3 Bad PPI | NPY-Y1 antag | CHOP inhibitor | NPY1 pot ag | EP2 antag | zfTRPN1 agonist
O=c1nc(/C=C/c2ccc(-c3ccc(F)cc3)o2)cc(C(F)(F)F)[nH]1 | 1.7 | -2 | 39 | -10[fluorescence artefact?] | -5 | 8 | -5 | 16 | 0.8
CCOC(=O)c1sc(NC(NC(=O)c2ccco2)(C(=O)OC)C(F)(F)F)nc1C (configuration not stated) | -0.8 | 11 | 9 | -3 | 32* | 26 | 2 | 15 | -1.8

Remaining list, next part.
SMILES | TRPML3 ag | PPC-1+TRAIL kill | EP2 mod | 14-3-3 Bad PPI | NPY-Y1 antag | CHOP inhibitor | NPY1 pot ag | EP2 antag | zfTRPN1 agonist
O=C(COC(=O)c1ccccc1)Nc1cccc(S(=O)(=O)NC2=NCCCCC2)c1 | 0.5 | 25 | 5 | -5 | 5 | -1 | 1 | 5 | 0.4
CCc1ccc(OCC(=O)OCC(=O)c2ccc3c(c2)NC(=O)CO3)cc1 | 1.1 | 0 | -8 | 13[fluorescence artefact?] | 5 | 43 | -19 | 3 | 3.0
Cc1cc(/C=C(/C#N)c2cccc(Cl)c2)c(C)n1C | -0.2 | 19 | 49 | -9 | -2 | 48 | -7 | . | -0.8
Cc1ccc(CN(C(=O)Cc2cccs2)C(C(=O)NC2CCCC2)c2ccncc2)cc1 (configuration not stated) | -0.1 | 16 | 3 | -16[fluorescence artefact?] | 7 | 21 | -1 | 6 | -0.3
O=NC1=C(c2c(O)[nH]c3ccccc23)CCCC1 | 0.5 | 20 | 3 | 5 | 4 | 22 | 9 | 6 | -1.1
O=C(Nc1ccc(OC(F)F)cc1)c1ccccn1 | -0.5 | 3 | 6 | -15 | 9 | -2 | 3 | 18 | -1.6
O=C(c1ccccc1NS(=O)(=O)c1ccc(F)cc1)N1CCc2ccccc21 | 0.5 | 18 | 52 | 0 | 9 | 16 | -20 | 1 | -0.5
CCOc1ccc(OCC)c(NC(=O)CSc2nnc(-c3cccnc3)o2)c1 | 1.1 | 14 | 33&3 | 4 | 0 | 20 | 32 | 9&12 | 0.2
Cc1cccc(NC(=O)c2sc(Cl)nc2-c2ccccc2)c1 | -1.3 | -2 | 1 | 6 | 4 | 4 | 0 | 9 | -1.9
Cc1ccc(-c2nnn(CC(=O)N(Cc3cccs3)C(C(=O)NC3CCCC3)c3ccncc3)n2)cc1 (configuration not stated) | -0.4 | 3 | 72* | -4 | -1 | 52 | -32 | 18 | -1.9
Fc1ccc(NC(=S)N/N=C/c2ccc(F)c(F)c2)cc1 | -1.2 | 2 | -60 | -12 | 2 | 25 | -20 | 9 | -3.0
Cc1ccc(C(=O)N2CC3(C)CN(C(=O)c4ccc(C)cc4)CC(C)(C2)C3=O)cc1 | 0.5 | 7 | -19 | 2 | 2 | 3 | 14 | 2 | -1.8
Cc1cccc(N2CCN(C(=O)CN3C(=O)NC(C)(C)C3=O)CC2)c1C | 1.2 | -4 | 18 | -11 | . | 8 | 14 | 17 | 0.8
CCc1ccccc1NC(=O)N1CCC(NC(=O)C(Cc2ccccc2)NC(C)=O)CC1 (configuration not stated) | 0.2 | -4 | 13 | -8 | 5 | 16 | 9 | 12 | 1.8
CC1CCc2cc(F)cc3c(O)c(C(=O)NCc4ccco4)c(=O)n1c23 (configuration not stated) | 0.8 | -4 | 69* | 4 | 10 | 19 | -6 | . | 0.6
COc1ccccc1NC(=O)Nc1ccccc1C(=O)NCCCN1CCOCC1 | -0.1 | 20 | 10 | 0 | . | -3 | 3 | 6 | 0.5
COc1ccc(C2(CNC(=O)c3cccc([N+](=O)[O-])c3)CCOCC2)cc1OC | -0.1 | 14 | 5 | 6 | -5 | -2 | -8 | 4 | -0.6
Cc1n[nH]c(C)c1CCCOc1ccccc1 | 0.5 | 6 | 6 | 56[fluorescence artefact?] | -3 | 20 | 2 | 16 | -1.0
